UHRF1 binding – human UHRF1 methylated DNA binding inhibitors | Q96T88 | inhibition, % at 4.4 µM | UHRF1 binding to methylated oligo, TR-FRET | actives 0.75% (n = 370,000); in the data active = inhibition above about 21%;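 also: UHRF1 SRA domain binding a hemimethylated CpG hairpin DNA probe; 0% = median of test compound wells and 100% = reference inhibitor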
Tn6 DDE FP – inhibitors of Tn6 peptide binding to human fibrin DD(E). P02675. Fibrin DD(E) TRITC-Tn6 fluorescence polarization displacement. inhibition, % at 8.3 µM. actives 0.21% (n = 370,000). AID 720509;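 active = inhibition above a per-campaign cutoff: mean of compounds within control limits plus 3 SD, cut at about 15% in these data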;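 also: 0% = median of all compound wells on the plate and 100% = blocking peptide control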
Target sequence (P02675 whole entry, looked up): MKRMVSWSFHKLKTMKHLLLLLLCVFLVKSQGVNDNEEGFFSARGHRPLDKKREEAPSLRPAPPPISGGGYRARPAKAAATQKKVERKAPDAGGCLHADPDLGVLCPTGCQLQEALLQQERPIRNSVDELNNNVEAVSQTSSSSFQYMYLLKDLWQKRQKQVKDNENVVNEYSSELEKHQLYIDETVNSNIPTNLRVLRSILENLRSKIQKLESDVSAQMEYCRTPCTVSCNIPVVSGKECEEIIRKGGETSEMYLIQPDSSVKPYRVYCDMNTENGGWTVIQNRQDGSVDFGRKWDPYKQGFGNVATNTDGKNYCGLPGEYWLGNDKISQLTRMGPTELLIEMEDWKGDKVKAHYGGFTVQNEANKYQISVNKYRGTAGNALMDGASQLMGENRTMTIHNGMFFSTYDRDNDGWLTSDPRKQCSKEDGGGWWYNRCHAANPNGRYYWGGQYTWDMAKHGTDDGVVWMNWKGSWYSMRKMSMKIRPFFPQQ
HGIII-sPLA2 inh – Blocks human group III sPLA2 activity. Q9NZ20. QFRET BODIPY PC-A2 liposome hydrolysis, fluorescence. inhibition, % at 12.2 µM. actives 0.56% (n = 370,000). AID 743126;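 active = inhibition above mean plus 3 SD of compounds lying within the high and low control bounds, cut at about 19% in these data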;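 also: 0% = median of test compound wells and 100% = no enzyme DMSO wells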
Target sequence (Q9NZ20 whole entry, looked up): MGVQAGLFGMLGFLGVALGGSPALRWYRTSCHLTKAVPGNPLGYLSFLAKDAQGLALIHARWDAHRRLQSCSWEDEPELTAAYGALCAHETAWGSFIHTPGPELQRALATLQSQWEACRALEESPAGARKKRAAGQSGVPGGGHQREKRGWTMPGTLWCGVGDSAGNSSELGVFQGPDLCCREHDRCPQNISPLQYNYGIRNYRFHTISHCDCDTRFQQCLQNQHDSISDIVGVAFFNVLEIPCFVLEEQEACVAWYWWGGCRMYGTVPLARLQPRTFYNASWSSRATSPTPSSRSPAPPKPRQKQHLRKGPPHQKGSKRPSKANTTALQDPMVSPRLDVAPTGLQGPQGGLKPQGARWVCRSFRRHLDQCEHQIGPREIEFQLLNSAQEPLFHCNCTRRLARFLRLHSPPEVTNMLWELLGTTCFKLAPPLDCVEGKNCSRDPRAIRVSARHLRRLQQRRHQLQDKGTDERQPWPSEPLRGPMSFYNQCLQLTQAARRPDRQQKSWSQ
PLCg1 inh – inhibitors of human phospholipase C gamma1; purified PLC-gamma1, fluorogenic substrate, fluorescence; inhibition, % at 12.2 µM; actives 0.84% (n = 370,000); in the data active = inhibition above about 9.5%
DDE Tn7 FP inh – inhibitors of Tn7 peptide binding to human fibrin DD(E). actives 0.13% (n = 370,000). P02675. FP displacement of FITC-Tn7 peptide from fibrin DD(E); 0% = median of compound wells per plate. inhibition, % at 8.3 µM;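 active = inhibition above the mean of compounds falling within the control limits plus 3 SD of them, cut at about 14% in these data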;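 also: 0% = plate median of compound wells and 100% = 10 µM Aha-Tn7 peptide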
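System: human fibrin DD(E); quantity: Fibrin-DD(E) at 2 µM final; also added: fluorescent Tn7 probe at 0.1 µM; compound dosing: single nominal test concentration of 8.3 µM per compound; schedule: 10 min preincubation, 3 h with tracer, room temperature; detection: fluorescence polarization of the labelled Tn7 tracer; repeats: one replicate per compound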
Rev-erbA mod – Rev-erb alpha (human) modulation | Rev-erbα–FITC-DNA binding, fluorescence polarization, 90 min | P20393 | activity, % at 10 µM | AID 1259318 | actives 0.79% (n = 370,000);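 active = activity above about 14%, limit read from the data; passing the limit was not always enough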;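 also: 0% = DMSO wells with 35 nM protein and 100% = DMSO wells with 750 nM protein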
PLC-beta3 inh – inhibitors of human phospholipase C beta3. Q01970. actives 0.18% (n = 370,000). AID 720704. inhibition, % at 12.2 µM. Purified PLC-beta3, fluorogenic substrate, fluorescence; in the data active = inhibition above about 11%;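 also: 0% = median of compound wells on plate and 100% = full blocker control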
ARFGAP1 inhibitor – inhibitors of rat ARFGAP1; Q62848; Arfgap1-stimulated ARF1 GTP hydrolysis, GDP FP detection; inhibition, % at 16.5 µM; actives 0.26% (n = 360,000); AID 651572;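 active = inhibition above a per-plate limit, mean inhibition of low control wells plus 3 SD, cut at about 25% in these data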;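 also: 0% = DMSO wells with enzyme and 100% = wells lacking Arfgap1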
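system = rat Arfgap1 catalytic domain, aa 1-136 | technique = FP, GDP Alexa 633 tracer displaced from anti-GDP antibody, 620/688 nm | compound = one concentration, 16.5 µM, DMSO 1.26% | medium = HEPES-based buffer, pH 7.5 | timing = compound-enzyme preincubation 20 min, reaction 120 min, detection 60 min, 25 °C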
proKLK7 act – proKLK7 (human) activation, primary screen; activation, % at 7 µM; actives 0.9% (n = 370,000); purified proKLK7, EDANS-DABCYL substrate fluorescence; 100% is mature enzyme control, 0% vehicle; P49862;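 active = activation above the mean of all tested compounds plus 3 SD, computed per campaign excluding outliers beyond control limits, cut at about 13% in these data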
ASAP1 GAP inh – ASAP1 ArfGAP inhibition; Q9ULH1; ASAP1-stimulated ARF1 GTP hydrolysis, GDP FP detection; inhibition, % at 16.5 µM; actives 0.19% (n = 360,000); AID 624377; in the data active = inhibition above about 25%;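 also: 0% = vehicle with enzyme and substrate and 100% = no enzyme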
Starred values were filed as active, the others as inactive.

What do the screens show for `CCC(C)C(N)C(=O)NC(CCC(=O)OCc1ccccc1)C(N)=O` (stereo not drawn)?
UHRF1 binding: 0; Tn6 DDE FP: 1; HGIII-sPLA2 inh: 7; PLCg1 inh: -1; DDE Tn7 FP inh: 1; Rev-erbA mod: 1; PLC-beta3 inh: -1; ARFGAP1 inhibitor: -7; proKLK7 act: 0.2; ASAP1 GAP inh: -2

Results for O=C(COC(=O)C1CCCCC1)Nc1cccc(Br)c1 ?
UHRF1 binding: 6; Tn6 DDE FP: -3; HGIII-sPLA2 inh: -1; PLCg1 inh: 0; DDE Tn7 FP inh: 9; Rev-erbA mod: 2; PLC-beta3 inh: 2; ARFGAP1 inhibitor: -4; proKLK7 act: 0.0; ASAP1 GAP inh: -6

How did CCOc1cc(C2C3=C(CC(C)(C)CC3=O)N(CCCOC)C3=C2C(=O)CC(C)(C)C3)ccc1OC do in these assays?
UHRF1 binding: -1; Tn6 DDE FP: -10; HGIII-sPLA2 inh: 11; PLCg1 inh: -4; DDE Tn7 FP inh: -1; Rev-erbA mod: -3; PLC-beta3 inh: -16; ARFGAP1 inhibitor: -4; proKLK7 act: 0.5; ASAP1 GAP inh: -4

Results for O=C(NC12CC3CC(CC(C3)C1)C2)N1CCN(c2ccccn2)CC1 ?
UHRF1 binding: 0; Tn6 DDE FP: 4; HGIII-sPLA2 inh: -3; PLCg1 inh: 1; DDE Tn7 FP inh: -6; Rev-erbA mod: 4; PLC-beta3 inh: 2; ARFGAP1 inhibitor: 4; proKLK7 act: -0.2; ASAP1 GAP inh: 12

How did O=C(NCc1ccc(F)cc1)C(=O)NCC1OCCN1C(=O)c1ccc(Cl)cc1 (stereo not drawn) do in these assays?
UHRF1 binding: -3; Tn6 DDE FP: -2; HGIII-sPLA2 inh: -4; PLCg1 inh: 1; DDE Tn7 FP inh: -3; Rev-erbA mod: 0; PLC-beta3 inh: 2; ARFGAP1 inhibitor: -1; proKLK7 act: 0.4; ASAP1 GAP inh: -12

What do the screens show for `Cc1cc(C)cc(NC(=O)CSc2nnc(Cc3cccn3C)n2-c2ccc(F)cc2)c1`?
UHRF1 binding: -1; Tn6 DDE FP: -4; HGIII-sPLA2 inh: -31; PLCg1 inh: -4; DDE Tn7 FP inh: 1; Rev-erbA mod: 0; PLC-beta3 inh: -2; ARFGAP1 inhibitor: 0; proKLK7 act: 0.2; ASAP1 GAP inh: 14

Results for O=C(c1cccs1)N1C[C@@H](O)[C@H](n2cc(C3CC3)nn2)C[C@@H]1c1ccc(Cl)cc1 ?
UHRF1 binding: -2; Tn6 DDE FP: 1; HGIII-sPLA2 inh: -6; PLCg1 inh: 3; DDE Tn7 FP inh: -1; Rev-erbA mod: -4; PLC-beta3 inh: 4; ARFGAP1 inhibitor: 9; proKLK7 act: 0.1; ASAP1 GAP inh: 5

How did O=C(O)CCN1C(=O)CC2(CCCCC2)C1=O do in these assays?
UHRF1 binding: 1; Tn6 DDE FP: 1; HGIII-sPLA2 inh: 8; PLCg1 inh: -1; DDE Tn7 FP inh: -3; Rev-erbA mod: -7; PLC-beta3 inh: -2; ARFGAP1 inhibitor: -5; proKLK7 act: 0.1; ASAP1 GAP inh: 6

How did COC(=O)[C@H]1C[C@@H]1[C@H](NC(=O)c1cccnc1)c1ccccc1 do in these assays?
UHRF1 binding: -2; Tn6 DDE FP: -2; HGIII-sPLA2 inh: -2; PLCg1 inh: 5; DDE Tn7 FP inh: 4; Rev-erbA mod: 1; PLC-beta3 inh: 2; ARFGAP1 inhibitor: 1; proKLK7 act: 0.1; ASAP1 GAP inh: -2

What do the screens show for `COc1ccc2[nH]cc(S(=O)(=O)c3ccc(F)cc3)c(=O)c2c1`?
UHRF1 binding: 0; Tn6 DDE FP: -1; HGIII-sPLA2 inh: 3; PLCg1 inh: 0; DDE Tn7 FP inh: 2; Rev-erbA mod: 2; PLC-beta3 inh: -2; ARFGAP1 inhibitor: 9; proKLK7 act: 0.2; ASAP1 GAP inh: -2

How did O=C(O)CCC(=O)N1N=C(c2ccc(Br)cc2)CC1c1cccs1 (stereo not drawn) do in these assays?
UHRF1 binding: 1; Tn6 DDE FP: 0; HGIII-sPLA2 inh: -1; PLCg1 inh: -2; DDE Tn7 FP inh: -2; Rev-erbA mod: -6; PLC-beta3 inh: -2; ARFGAP1 inhibitor: 8; proKLK7 act: -0.8; ASAP1 GAP inh: -1

Results for Cn1nc(-c2ccc(C(=O)Nc3cccnc3)cc2)c2ccccc2c1=O ?
UHRF1 binding: 4; Tn6 DDE FP: -8; HGIII-sPLA2 inh: 6; PLCg1 inh: 4; DDE Tn7 FP inh: 4; Rev-erbA mod: 0; PLC-beta3 inh: -4; ARFGAP1 inhibitor: 25*; proKLK7 act: 0.4; ASAP1 GAP inh: -2

Results for Cc1ccc(C)c(N2CCN(C(=O)c3cc(S(=O)(=O)N4CCOCC4)cn3C)CC2)c1 ?
UHRF1 binding: -1; Tn6 DDE FP: 4; HGIII-sPLA2 inh: -10; PLCg1 inh: 2; DDE Tn7 FP inh: -4; Rev-erbA mod: -1; PLC-beta3 inh: 2; ARFGAP1 inhibitor: -10; proKLK7 act: 1.1; ASAP1 GAP inh: -6

Results for N#Cc1c(Nc2ccccc2)sc(C(=O)C2CC2)c1N ?
UHRF1 binding: 2; Tn6 DDE FP: 0; HGIII-sPLA2 inh: -1; PLCg1 inh: -1; DDE Tn7 FP inh: 6; Rev-erbA mod: -8; PLC-beta3 inh: -2; ARFGAP1 inhibitor: -4; proKLK7 act: -0.1; ASAP1 GAP inh: -7

How did COc1cc2ccccc2cc1C(=O)N1CCN(C(C)=O)CC1 do in these assays?
UHRF1 binding: 1; Tn6 DDE FP: 4; HGIII-sPLA2 inh: 2; PLCg1 inh: -3; DDE Tn7 FP inh: -5; Rev-erbA mod: -10; PLC-beta3 inh: -13; ARFGAP1 inhibitor: -3; proKLK7 act: 0.9; ASAP1 GAP inh: 0

For convenience, some entries already given.
How did O=C(O)CCC(=O)N1N=C(c2ccc(Br)cc2)CC1c1cccs1 (stereo not drawn) do in these assays?
UHRF1 binding: 1; Tn6 DDE FP: 0; HGIII-sPLA2 inh: -1; PLCg1 inh: -2; DDE Tn7 FP inh: -2; Rev-erbA mod: -6; PLC-beta3 inh: -2; ARFGAP1 inhibitor: 8; proKLK7 act: -0.8; ASAP1 GAP inh: -1

Results for Cn1nc(-c2ccc(C(=O)Nc3cccnc3)cc2)c2ccccc2c1=O ?
UHRF1 binding: 4; Tn6 DDE FP: -8; HGIII-sPLA2 inh: 6; PLCg1 inh: 4; DDE Tn7 FP inh: 4; Rev-erbA mod: 0; PLC-beta3 inh: -4; ARFGAP1 inhibitor: 25*; proKLK7 act: 0.4; ASAP1 GAP inh: -2

New compounds follow:
Results for O=[N+]([O-])c1ccc(/C=N/NC(=S)Nc2ccc(Cl)cc2Cl)s1 ?
UHRF1 binding: -3; Tn6 DDE FP: -2; HGIII-sPLA2 inh: 4; PLCg1 inh: -1; DDE Tn7 FP inh: -6; Rev-erbA mod: 3; PLC-beta3 inh: -3; ARFGAP1 inhibitor: 2; proKLK7 act: -0.8; ASAP1 GAP inh: 16

What do the screens show for `Cc1ccc(C2(C(F)(F)F)NC(=O)N3C(=C2C#N)Nc2ccccc23)cc1` (stereo not drawn)?
UHRF1 binding: -2; Tn6 DDE FP: 1; HGIII-sPLA2 inh: 0; PLCg1 inh: 0; DDE Tn7 FP inh: 6; Rev-erbA mod: 33*; PLC-beta3 inh: -5; ARFGAP1 inhibitor: -4; proKLK7 act: 0.0; ASAP1 GAP inh: -7

Results for CN1CCN(CCNC(=O)Nc2ccccc2[N+](=O)[O-])CC1 ?
UHRF1 binding: 0; Tn6 DDE FP: 8; HGIII-sPLA2 inh: -2; PLCg1 inh: -1; DDE Tn7 FP inh: -2; Rev-erbA mod: 6; PLC-beta3 inh: 1; ARFGAP1 inhibitor: 13; proKLK7 act: -0.1; ASAP1 GAP inh: -6

How did O=C(COC(=O)CNC(=O)c1ccc(Cl)cc1)Nc1ccc2c(c1)OCCO2 do in these assays?
UHRF1 binding: 1; Tn6 DDE FP: -1; HGIII-sPLA2 inh: -7; PLCg1 inh: -1; DDE Tn7 FP inh: 3; Rev-erbA mod: -1; PLC-beta3 inh: 0; ARFGAP1 inhibitor: -2; proKLK7 act: -1.5; ASAP1 GAP inh: 19

How did Cc1ccc(NC(=O)CN(C)C(=O)c2cc(-c3ccccc3)nn2-c2ccccc2)cc1 do in these assays?
UHRF1 binding: -2; Tn6 DDE FP: 0; HGIII-sPLA2 inh: -5; PLCg1 inh: 1; DDE Tn7 FP inh: -6; Rev-erbA mod: -2; PLC-beta3 inh: 4; ARFGAP1 inhibitor: 0; proKLK7 act: 0.2; ASAP1 GAP inh: 2

How did Cc1cccc(-n2c(N)cc(=O)nc2SCC(=O)Nc2ccccc2)c1 do in these assays?
UHRF1 binding: 0; Tn6 DDE FP: -4; HGIII-sPLA2 inh: 4; PLCg1 inh: 1; DDE Tn7 FP inh: 10; Rev-erbA mod: -1; PLC-beta3 inh: -2; ARFGAP1 inhibitor: 16; proKLK7 act: -0.4; ASAP1 GAP inh: -2

What do the screens show for `C/C(CCc1ccc2c(c1)OCO2)=N\N=C1\NC(=O)CC(C(=O)Nc2ccc(C(=O)O)cc2)S1` (stereo not drawn)?
UHRF1 binding: -1; Tn6 DDE FP: -2; HGIII-sPLA2 inh: 4; PLCg1 inh: -5; DDE Tn7 FP inh: 5; Rev-erbA mod: -1; PLC-beta3 inh: -12; ARFGAP1 inhibitor: -11; proKLK7 act: 0.1; ASAP1 GAP inh: -11

What do the screens show for `Nc1nonc1C(=Nc1ccccc1)NO`?
UHRF1 binding: -3; Tn6 DDE FP: -4; HGIII-sPLA2 inh: -4; PLCg1 inh: 3; DDE Tn7 FP inh: -1; Rev-erbA mod: -2; PLC-beta3 inh: 5; ARFGAP1 inhibitor: 6; proKLK7 act: -0.1; ASAP1 GAP inh: 8

How did Cc1ccccc1OCc1nnc(SCC(=O)Nc2c(C)n(C)n(-c3ccccc3)c2=O)n1-c1ccccc1 do in these assays?
UHRF1 binding: 0; Tn6 DDE FP: -3; HGIII-sPLA2 inh: -4; PLCg1 inh: 0; DDE Tn7 FP inh: 8; Rev-erbA mod: 0; PLC-beta3 inh: 3; ARFGAP1 inhibitor: -4; proKLK7 act: -0.1; ASAP1 GAP inh: -4

How did Nc1nc(-c2ccccc2)c(-c2ccccc2)s1 do in these assays?
UHRF1 binding: 0; Tn6 DDE FP: 12; HGIII-sPLA2 inh: -4; PLCg1 inh: -20; DDE Tn7 FP inh: 9; Rev-erbA mod: -3; PLC-beta3 inh: -26; ARFGAP1 inhibitor: -6; proKLK7 act: -0.2; ASAP1 GAP inh: 16

What do the screens show for `COc1ccc(CCN(C)C(=O)/C=C/c2c(Cl)nc3ccccn23)cc1OC`?
UHRF1 binding: -3; Tn6 DDE FP: 4; HGIII-sPLA2 inh: -2; PLCg1 inh: -29; DDE Tn7 FP inh: 2; Rev-erbA mod: 5; PLC-beta3 inh: -44; ARFGAP1 inhibitor: -2; proKLK7 act: -0.2; ASAP1 GAP inh: -8

Bioassay records: PubChem BioAssay, several laboratories
